Calpain2 inh = blocks pig calpain II enzyme activity; purified calpain II, fluorogenic peptide substrate, 30 min; inhibition, % at 16 µM; hit rate 0.37% among 220,000; AID 1236;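 active means inhibition above about 50%, limit read from the data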
Cl transport mod = modulates chloride dependent transport by human KCC2 | Q9H2X9 | KCC2 cells, thallium flux FluoZin-2 fluorescence | B-score of Tl+ flux slope (higher = more flux/activation; lower = inhibition) at 10 µM | hit rate 2.2% among 190,000 | AID 1456;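 active means thallium flux slope and its plate-corrected score both differing from the plate sample mean at a set confidence after two filtering rounds, in either direction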;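 further: slope of fluorescence scaled to starting intensity during 10 to 20 s after thallium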
TRPN1 ag = activates the zebrafish TRPN1 channel. HEK293 zebrafish TRPN1-YFP, Fluo-8 calcium fluorescence; 100% = response to 87 µM carbachol. activation, % at 3 µM. hit rate 0.18% among 220,000. AID 1424;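 active means activation above its plate's cutoff, the mean activation of test wells on that plate plus 3 SD, cut at about 19% in these data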;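 further: 0% = DMSO alone and 100% = 87 µM carbachol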
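System: zebrafish TRPN1-YFP in HEK293 cells / Dosing: 3 µM single point / Timing: dye loading 1 h at 37 °C, then 30 min room temperature / Signal: Fluo-8 calcium fluorescence, excitation 470-495 nm, emission 515-575 nm / Read-out basis: percent activation from peak over basal fluorescence ratio, control-normalized / Control set: high carbachol 87 µM, low DMSO alone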
Furin inh = blocks human furin protease activity | hit rate 0.061% among 220,000 | purified furin, fluorogenic substrate cleavage | inhibition, % at 30 µM; in the data active means inhibition above about 25%; further: inactives centre near -15
Target sequence (P09958 108-714 limits assumed): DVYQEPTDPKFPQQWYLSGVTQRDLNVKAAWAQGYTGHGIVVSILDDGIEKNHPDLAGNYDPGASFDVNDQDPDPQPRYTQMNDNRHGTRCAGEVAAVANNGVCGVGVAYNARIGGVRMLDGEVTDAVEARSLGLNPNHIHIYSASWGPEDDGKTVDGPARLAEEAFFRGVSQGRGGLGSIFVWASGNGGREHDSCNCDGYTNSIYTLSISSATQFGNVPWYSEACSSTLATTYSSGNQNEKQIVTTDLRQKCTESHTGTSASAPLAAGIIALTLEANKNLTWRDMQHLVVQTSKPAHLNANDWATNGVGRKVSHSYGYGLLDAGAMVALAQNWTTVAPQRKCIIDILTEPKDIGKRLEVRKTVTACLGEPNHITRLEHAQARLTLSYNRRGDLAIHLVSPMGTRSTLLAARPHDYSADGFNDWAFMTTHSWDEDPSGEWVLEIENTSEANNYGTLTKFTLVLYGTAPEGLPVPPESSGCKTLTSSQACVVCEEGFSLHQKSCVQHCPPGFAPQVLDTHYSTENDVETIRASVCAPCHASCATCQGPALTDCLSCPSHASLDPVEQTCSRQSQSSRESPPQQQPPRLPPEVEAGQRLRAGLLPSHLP
Thrombin inh = inhibitors of human thrombin; P00734; alpha-thrombin, Boc-VPR-AMC fluorogenic substrate cleavage; inhibition, % at 5 µM; hit rate 0.26% among 220,000; AID 1046;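 active means inhibition at or above 40%; inactive means inhibition below 40%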;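 further: 0% = enzyme with no compound and 100% = wells without enzyme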
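System – human alpha-thrombin · Medium – pH 7.5 Tris (50 mM) with NaCl 150 mM, Tween 20 0.05% · Compound – single-point dosing at 5 µM, 0.2% DMSO · Incubation – enzyme reaction carried out at room temperature · Technique – fluorescence of released AMC, ex 355 nm, em 460 nm · Read-out basis – % inhibition of thrombin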
EBV gp42 inh = inhibitors of Epstein-Barr virus glycoprotein 42. Q1HVG2. Fluorescence polarization binding assay, mP read-out. inhibition, % (tested at 21.74 µM). hit rate 0.42% among 220,000. AID 1085; in the data active means inhibition above about 50%
Target sequence (Q1HVG2 whole entry, looked up): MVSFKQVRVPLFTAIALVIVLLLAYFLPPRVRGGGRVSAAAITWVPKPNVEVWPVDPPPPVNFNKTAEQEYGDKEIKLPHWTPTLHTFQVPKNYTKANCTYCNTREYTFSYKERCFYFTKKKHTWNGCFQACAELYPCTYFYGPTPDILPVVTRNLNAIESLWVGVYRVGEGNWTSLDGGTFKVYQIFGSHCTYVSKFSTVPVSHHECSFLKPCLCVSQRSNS
TRPML3 ag = activates the human TRPML3 channel | hit rate 0.29% among 220,000 | Q8TDD5 | HEK293 TRPML3-YFP, Fluo-8 calcium fluorescence; 100% = the carbachol control signal | activation, % at 3 µM;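 active means activation above its plate's cutoff, the mean activation of the plate's test wells plus 3 SD, cut at about 12% in these data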;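 further: 0% = DMSO only wells and 100% = carbachol wells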
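Test system: TRPML3-YFP stable HEK293 cells. Doses: single point at 3 µM. Incubation: dye loading 1 h 37 °C then 30 min ambient, 125 s read. Signal: Fluo-8 calcium dye fluorescence, ex 470-495, em 515-575 nm. Measure: percent activation from peak-to-basal fluorescence ratio, scaled between DMSO and carbachol.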
PPC-1+TRAIL kill = PPC-1 cancer cell killing with TRAIL present. PPC-1 cells + TRAIL, ATPLite viability luminescence. cell killing (% activity), % at 4 µM. hit rate 0.41% among 220,000. AID 1443;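 active means cell killing above 50% in the first pass at 4 µM, then a duplicate retest at 5 µM averaging 50% or more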;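 further: plate controls were cells with TRAIL plus DMSO for no effect and medium-only wells lacking cells for full effect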
Tb hexokinase = blocks Trypanosoma brucei hexokinase 1 activity | hit rate 0.11% among 220,000 | inhibition, % at 10 µM | recombinant TbHK1, G6PDH-coupled NADH A340;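 active means inhibition of 50% or more in the single-dose primary screen; inactive means inhibition below 50%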
Starred values were filed as active, the others as inactive; · = not tested or not shown; [ ] = remark or other dose.

no.	structure	Calpain2 inh	Cl transport mod	TRPN1 ag	Furin inh	Thrombin inh	EBV gp42 inh	TRPML3 ag	PPC-1+TRAIL kill	Tb hexokinase
1	COc1cccc(-c2nnc(NC(=O)c3ccc(Cl)s3)o2)c1	-174	151*	-0.4	-11	-1	-12	0.2	16	-5
2	O=C(Nc1ccc(Cl)cn1)C1COc2ccccc2O1 (stereo not drawn)	-31	-0.45	-1.1	-28	7	-23	-0.1	·	2
3	CCC(C)NC(=O)c1ccccc1NC(=O)c1ccc(CSc2ccc(C)cc2)cc1 (stereo not drawn)	44	·	1.0	-12[20 µM]	-9	-1	0.7	-5	6
4	O=C(Nc1ccc(Cc2ccncc2)cc1)c1ccc(S(=O)(=O)N2CCOCC2)cc1	-36	-1.3	13	-9	-4	1	4.7	20	-6
5	CC(=O)Nc1cc(C(=O)OCc2cccc([N+](=O)[O-])c2)ccc1C	-21	-0.025	-0.4	-22	-15	-6	0.9	8	-1
6	O=C(c1cc(-c2ccccc2Cl)on1)N1CCN(C(=O)c2ccco2)CC1	-3	-1	-0.4	-21[20 µM]	-6	-13	-0.5	3	-6
7	CCNc1nc(NCC)nc(SCCOC(=O)Nc2ccccc2)n1	19	-1.5	-1.0	-7[20 µM]	1	4	0.2	-11	3
8	COc1ccc(C2CC(c3cccs3)=NN2C(=O)c2ccco2)cc1OC (stereo not drawn)	-13	0.07	-1.1	5	-4	3	-1.0	-3	-48
9	Fc1ccc(/C=N/NC(=S)Nc2cccnc2)cc1	29	1.6	-0.1	-12	1	0	-0.1	17	-14
10	COc1cc2cc(C(=O)O)[nH]c2c(OC)c1OC	-56	-0.15	0.0	-23[20 µM]	1	-3	0.4	11	-5
11	Cn1cccc1CNC(=S)Nc1ccccc1Cl	4	0.23	-0.1	-44	-1	-2	0.3	3	-7
12	CC(CCc1ccccc1)NC(=O)c1cccnc1 (stereo not drawn)	-7	2.2	0.7	-16[20 µM]	1	-18	0.2	9	0
13	COc1ccc(Cl)cc1NC(=O)COC(C)=O	-12	0.4	-0.2	-9	-6	-8	0.7	11	-3
14	COCCNC(=O)C(C)N(c1ccc(OC)cc1)S(C)(=O)=O (stereo not drawn)	-20	·	0.1	-19[20 µM]	-5	-6	0.6	23	-9
15	Cc1nn(-c2ccccc2)c(Cl)c1/C=C1\SC(=S)N(CCCCCC(=O)O)C1=O	28	-1.9	1.8	-6	0	2	-1.2	2	9
16	Clc1ccc(-c2cc(C3CCNCC3)[nH]n2)cc1	-20	0.24	1.8	-27	4	-15	1.1	24	-1
17	COc1ccc(C/C(C)=N/NC(=S)Nc2ccccc2)cc1	7	32*	0.0	-10	-10	5	0.3	10	49
18	O=C1C2C(C(=O)N1c1ccc3c(c1)OCO3)C1C=CC2C12CC2 (stereo not drawn)	17	2	-1.5	-23[20 µM]	1	-4	-0.2	-4	-8
19	Cc1nc(C(=O)N(C)C)nn1-c1cc(Cl)ccc1Cl	14	·	0.5	-2[20 µM]	-3	-14	0.5	24	3
20	CCC(C)NC(=O)CSc1nnc(-c2c[nH]c3ccccc23)o1 (stereo not drawn)	-17	-2.4	-0.2	-11	-2	-2	1.0	17	-4
21	Cc1ccc(C2=NN(S(C)(=O)=O)C(c3ccc4nccnc4c3)C2)cc1 (stereo not drawn)	8	0.0054	1.0	-28	1	-22	0.8	4	-3
22	CCOC(=O)C1CN(S(=O)(=O)c2ccc(OC)cc2)c2cc(S(=O)(=O)CC)ccc2O1 (stereo not drawn)	-18	·	0.7	-15[20 µM]	5	-8	0.4	14	1
23	COc1ccccc1OCCn1cc(C(=O)c2ccco2)c2ccccc21	-2	0.92	-0.6	9	-1	-3	-1.6	-1	38
24	CCCCOc1ccc(C(=O)Nc2ccc(SC(F)F)cc2)cc1OC	17	0.91	-0.1	-12	-3	-11	0.9	11	32
25	COCCNC(=O)[C@@]1(Cc2ccccc2)C=C[C@@H](C)N1C(C)=O	-8	0.13	0.6	-23	2	-9	0.8	14	0
26	O=C(c1ccc2c(c1)OCCO2)C1CCN(S(=O)(=O)c2ccc(F)cc2)CC1	0	-0.64	1.9	-10	0	-11	-0.4	24	22
27	COc1cc(CC(=O)OCC(=O)Nc2ncc(Cl)cc2Cl)cc(OC)c1OC	-40	-0.097	1.6	-28	1	-14	0.8	-4	19
28	Cc1cccc(C)c1OCC(=O)NCc1nnc(SCC(=O)NC2CCCCC2)n1C	-34	0.24	-1.5	-14[20 µM]	-1	-16	-0.3	24	3
29	Cc1ccc(CSc2ncnc3c2cnn3-c2ccc(C)cc2)cc1	14	16*	0.1	-12	21	-6	0.2	-4	0
30	Cc1csc(NC(=O)CSc2nnc(C)n2Cc2ccco2)n1	2	0.092	-0.1	-9	-2	-22	0.5	2	-1
31	CCCNc1ncccc1C(N)=O	-102	-0.21	-0.7	-14	1	7	0.6	28	-9
32	O=C(Nc1ccccc1)C1=C[C@@H](c2coc3ccccc3c2=O)C[C@@H](OCc2ccc(CO)cc2)O1	-5	-1.5	0.6	-35	5	-6	-0.4	20	-13
33	COc1ccc(Cl)cc1-c1nc(SCC(=O)NCCN2C(=O)CSC2=O)n[nH]1	-8	0.48	0.0	-20	1	-1	0.6	13	3
34	COc1ccc(CNC(=O)c2coc(=O)c3ccccc23)c(OC)c1	2	0.074	0.1	-33	2	-6	0.2	-16	1
35	CCCNC(=O)Nc1nc(CC(=O)OCC)cs1	-29	-0.5	0.8	-20	-11	2	0.3	·	3
36	CCOC(=O)/C(=N\Nc1ccccc1Cl)N1CC(C)OC(C)C1 (stereo not drawn)	22	-1.3	-0.8	-15	-5	-17	-0.4	2	-27
37	Cc1ccc(-c2nc(C=Nc3ccccc3)c(O)o2)cc1	29	1.1	-1.0	-26	4	-7	-0.2	3	-4
38	CCOC(=O)Oc1ccc2oc(=O)cc(C)c2c1	-9	0.41	-0.6	-12	2	-15	0.7	-4	-7
39	O=C(Cc1ccc(-n2cccc2)cc1)N1CCc2ccccc21	-34	0.58	-0.5	-16	0	-6	0.0	0	-2
40	Cc1ccccc1C(=O)N1CCC(C(=O)Nc2ccc3c(c2)OCO3)CC1	-17	0.88	-0.3	-12	-7	-20	0.6	1	28
41	Cc1cc([N+](=O)[O-])ccc1NC(=O)CN1C2CCC1CC(NC(=O)NC13CC4CC(CC(C4)C1)C3)C2 (stereo not drawn)	-149	0.073	2.0	-17	-7	-18	0.7	20	-6
42	COc1ccc2c(c1OC)C(=O)OC2Nn1cncn1 (stereo not drawn)	-111	0.66	-0.3	0[20 µM]	-6	-14	0.1	-12	-8
43	CCCCC(CC)C(=O)Oc1ccc(O)c(C(C)(C)C)c1 (stereo not drawn)	47	0.52	0.6	12	-2	0	0.2	36	15
44	COc1cccc(/C=C/C(=O)c2cccc([N+](=O)[O-])c2)c1	-4	-0.17	-1.3	-13	7	-13	1.8	1	-1
45	CN(C)N1C(N)=C(C#N)C(c2cccc3ccccc23)C2=C1CC(c1ccccc1)CC2=O (stereo not drawn)	-82	-0.52	-0.3	-9	1	-13	-0.2	9	17
46	COc1ccc(CNc2nc(-c3cccnc3)nn2C(=O)CC(C)C)cc1	-15	-1.7	-2.6	-30	95*	7	0.1	-4	0
47	O=C(c1cccc(C(F)(F)F)c1)C1CCCN(Cc2cccn2-c2ccccn2)C1 (stereo not drawn)	17	-0.12	2.2	-10	-10	5	1.6	12	24
48	O=C(CCCc1ccccc1)NCc1cn2ccsc2n1	-26	-0.96	0.7	-24	0	-12	0.3	-2	-4
49	O=C(O)COn1c(-c2ccc(Cl)cc2)nc2ccc(Cl)cc21	-1	-0.57	-0.6	-26	5	0	0.7	34	-2
50	CCOc1nc(NCCO)nc(NCCC2=CCCCC2)n1	-8	-0.032	0.1	-11[20 µM]	0	-21	-0.6	6	5
51	CCCNc1nc(OCC(F)(F)F)nc(OCC(F)(F)F)n1	14	-1.7	-1.4	-7[20 µM]	-5	0	-0.6	-12	7
52	Nc1ccc2c(c1)C(=O)Cc1ccccc1S2	16	·	0.0	-12	-3	-6	0.2	12	-6
53	CCN1CCN(CC(=O)c2cc(OC)c(OC)c(OC)c2)CC1	12	0.89	0.6	-2	46*	-3	0.5	4	0
54	O=C(O)CC/C(=C\c1ccc(Cl)c([N+](=O)[O-])c1)c1nc2ccccc2s1	-3	-7.1*	2.2	-10	2	-11	-0.3	7	-2
55	Cn1nc(C(=O)NCc2cccs2)c2ccccc2c1=O	-1	0.43	1.0	-17	-8	-18	0.8	19	32
56	CCn1c(/C=C/c2ccc([N+](=O)[O-])o2)nc2ccccc2c1=O	-24	-0.093	-0.5	-19[20 µM]	2	-81	0.9	10	-7
57	CCN(CC)C(=O)N1CCc2ccccc21	-16	0.2	-0.9	-9	0	8	-0.3	26	-2
58	Clc1ccc(OCc2nn3c(-c4ccco4)nnc3s2)cc1	22	·	-0.2	-14	-6	-3	-0.3	2	9
59	O=[N+]([O-])c1ccc(NC(=S)NCC(c2cccnc2)N2CCOCC2)cc1 (stereo not drawn)	-9	3.5	0.6	-28	-6	-1	1.0	11	-19
60	COc1ccc(/C=N/NC(=O)c2ccncc2)cc1COc1ccc(NC(C)=O)cc1	10	0.6	-0.5	-10	-1	-4	0.2	17	-35

Going on with the list:
no.	structure	Calpain2 inh	Cl transport mod	TRPN1 ag	Furin inh	Thrombin inh	EBV gp42 inh	TRPML3 ag	PPC-1+TRAIL kill	Tb hexokinase
61	CSCCC(NS(=O)(=O)c1cccs1)C(=O)NCc1ccc(C)cc1 (stereo not drawn)	15	-0.098	-0.8	-3	-3	12	0.1	28	7
62	NS(=O)(=O)c1ccc(-n2ncc3c(=O)[nH]c(SCC(=O)Nc4nccs4)nc32)cc1	-27	-1.2	1.2	-13	6	-16	0.3	1	0
63	C=CCn1c(SCC(=O)NC2CCS(=O)(=O)C2)nc2sc(CC)cc2c1=O (stereo not drawn)	17	0.05	0.7	-22[20 µM]	1	-8	0.8	11	-8
64	O=C(OCc1ccccn1)c1ccc(COc2ccccc2Cl)o1	-5	-5.9*	-2.0	-27[20 µM]	-4	-10	-1.8	6	1
65	O=C(COC(=O)COc1ccccc1)Nc1ccccc1OC(F)F	26	-0.52	-0.5	-31	4	-16	-0.3	4	1
66	COc1ccc(C2CCCN2C(=O)Nc2ccccc2)cc1OC (stereo not drawn)	-19	-0.8	0.1	-14	-2	2	1.0	12	1
67	Cc1nc2c(=O)oc3ccccc3c2n1-c1ccccc1	1	-0.53	0.4	-7	-1	-10	0.3	9	-5

4 entries from above, screen by screen.
#45 CN(C)N1C(N)=C(C#N)C(c2cccc3ccccc23)C2=C1CC(c1ccccc1)CC2=O (stereo not drawn)
#46 COc1ccc(CNc2nc(-c3cccnc3)nn2C(=O)CC(C)C)cc1
#47 O=C(c1cccc(C(F)(F)F)c1)C1CCCN(Cc2cccn2-c2ccccn2)C1 (stereo not drawn)
#48 O=C(CCCc1ccccc1)NCc1cn2ccsc2n1

| entry no. | 45 | 46 | 47 | 48 |
| --- | --- | --- | --- | --- |
| Calpain2 inh | -82 | -15 | 17 | -26 |
| Cl transport mod | -0.52 | -1.7 | -0.12 | -0.96 |
| TRPN1 ag | -0.3 | -2.6 | 2.2 | 0.7 |
| Furin inh | -9 | -30 | -10 | -24 |
| Thrombin inh | 1 | 95* | -10 | 0 |
| EBV gp42 inh | -13 | 7 | 5 | -12 |
| TRPML3 ag | -0.2 | 0.1 | 1.6 | 0.3 |
| PPC-1+TRAIL kill | 9 | -4 | 12 | -2 |
| Tb hexokinase | 17 | 0 | 24 | -4 |

Screening results (PubChem)
